TRHR enhancer = qHTS for Small Molecule Agonists and Allosteric Enhancers of Human TRH Receptor: Primary Screen for Enhancers. 360,000 compounds, 0.66% hits. Thyrotropin-releasing hormone receptor (Homo sapiens), P34981. AID 493056, 2011. TRHR cells, fluo-8 calcium fluorescence, EC20 TRH enhancement. enhancement, % at 2 µM; in the data active = enhancement above about 30%; note: 0% is about no effect
Target sequence (P34981 whole entry, looked up): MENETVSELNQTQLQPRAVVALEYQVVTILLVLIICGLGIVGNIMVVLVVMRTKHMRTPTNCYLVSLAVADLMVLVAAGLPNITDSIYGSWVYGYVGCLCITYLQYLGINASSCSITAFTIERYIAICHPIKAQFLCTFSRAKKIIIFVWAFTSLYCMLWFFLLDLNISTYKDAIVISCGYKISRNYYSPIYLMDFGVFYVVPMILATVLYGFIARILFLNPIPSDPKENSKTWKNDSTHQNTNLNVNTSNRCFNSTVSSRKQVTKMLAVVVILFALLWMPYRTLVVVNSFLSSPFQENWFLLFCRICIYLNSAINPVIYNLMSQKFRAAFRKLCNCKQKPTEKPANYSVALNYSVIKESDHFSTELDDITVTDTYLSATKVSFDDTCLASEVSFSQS
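TRHR-expressing cells loaded with fluo-8 calcium dye were read kinetically (ex 480/em 530) during compound addition, then stimulated with an EC20 of TRH (10 nM final). Enhancement of the Gq-mediated intracellular calcium response was scored.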
D1 antag = Antagonist of Human D 1 Dopamine Receptor: qHTS. 360,000 compounds, 3.2% hits. AID 504652, 2011. HEK293 TREx D1 cells, calcium flux, dopamine EC80; active compounds read low. D(1A) dopamine receptor (Homo sapiens), P21728. activity change, negative = inhibition, % at 10 µM; in the data active = activity change below about -30%; note: % is set by controls: 0 for no effect and ±100 for the full control effect
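Inducible Hek293 Trex D1 cells (tetracycline, overnight, 30 C). Calcium dye 30–90 min RT. Antagonist mode: EC80 dopamine added after 180 s compound read.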
TRHR agonist = qHTS for Small Molecule Agonists and Allosteric Enhancers of Human TRH Receptor: Primary Screen for Agonists. Thyrotropin-releasing hormone receptor (Homo sapiens), P34981. TRHR cells, calcium flux fluo-8, FDSS agonist mode. activation, % at 2 µM. 360,000 compounds, 0.18% hits. AID 493084, 2011; note: 0% is about no effect
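In this calcium-flux screen, cells bearing human TRHR are dye-loaded with fluo-8, baselined for 10 cycles, then exposed to library compounds; positive kinetic calcium responses during the agonist phase mark hits, with TRH as control.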
D2 antagonist = HTS Assay for Allosteric Antagonists of the Human D2 Dopamine Receptor: Primary Screen for Antagonists; 340,000 compounds, 2% hits; inhibition, % at 10 µM; D(2) dopamine receptor (Homo sapiens), P14416; AID 485344, 2010; HEK293 TREx D2 cells, calcium flux, dopamine EC80; in the data active = inhibition above about 30%; note: 0% is about no effect
Target sequence (P14416 whole entry, looked up): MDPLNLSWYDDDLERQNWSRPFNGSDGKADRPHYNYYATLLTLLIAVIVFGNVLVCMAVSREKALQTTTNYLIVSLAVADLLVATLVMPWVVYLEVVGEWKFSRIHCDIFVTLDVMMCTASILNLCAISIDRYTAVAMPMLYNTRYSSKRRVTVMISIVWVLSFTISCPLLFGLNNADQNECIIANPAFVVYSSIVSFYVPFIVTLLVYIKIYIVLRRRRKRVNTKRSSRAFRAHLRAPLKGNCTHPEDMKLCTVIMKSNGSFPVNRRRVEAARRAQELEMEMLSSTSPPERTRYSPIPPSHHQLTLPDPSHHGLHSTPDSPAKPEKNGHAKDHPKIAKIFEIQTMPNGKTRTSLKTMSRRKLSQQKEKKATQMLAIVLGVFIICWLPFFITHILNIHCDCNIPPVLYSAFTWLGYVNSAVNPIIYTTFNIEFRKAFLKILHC
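Calcium flux kinetic readout in an inducible HEK293 TREx D2 line plated overnight at 30 C. After 180 s compound exposure, an EC80 dopamine challenge follows with another 180 s kinetic read to detect antagonism.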
D1 agonist = Allosteric Agonists of the Human D1 Dopamine Receptor: qHTS. D(1A) dopamine receptor (Homo sapiens), P21728. HEK293 T-REx D1 cells, calcium flux, agonist mode. activation, % at 2 µM. 360,000 compounds, 1% hits; note: 0% is about no effect
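Inducible HEK293 T-REx D1 cells, force-coupled to calcium signalling, were plated at 4000 cells/well with tetracycline and held overnight at 30 C. After no-wash calcium dye loading, compound-evoked calcium rise over 180 s flagged agonists.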
D1 PAM = Potentiators of Human D1 Dopamine Receptor: qHTS; D(1A) dopamine receptor (Homo sapiens), P21728; HEK293 TREx D1 cells, calcium flux, dopamine EC20 potentiation; potentiation, % at 10 µM; 360,000 compounds, 0.036% hits; in the data active = potentiation above about 30%; note: 0% is about no effect
D2 agonist = HTS Assay for Allosteric Agonists of the Human D2 Dopamine Receptor: Primary Screen for Agonists; 340,000 compounds, 0.53% hits; D(2) dopamine receptor (Homo sapiens), P14416; activation, % at 2 µM; HEK293 T-REx D2 cells, calcium flux agonist mode;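 active = activation over 3 SD above normal in the single-dose calcium agonist read, cut at about 30% in these data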; note: 0% is about no effect
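Calcium-flux readout, 1 cycle/sec over 180 s following compound pin transfer, in inducible HEK293 Trex D2 cells (force-coupled); dopamine controls included. Positive calcium responses during this window marked compounds as potential agonists.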
D2 PAM = HTS Assay for Positive Allosteric Modulators of the Human D2 Dopamine Receptor: Primary Screen for Potentiators; D(2) dopamine receptor (Homo sapiens), P14416; HEK293 T-REx D2, calcium flux, EC20 dopamine potentiation; potentiation, % at 10 µM; 340,000 compounds, 0.34% hits; AID 485347, 2010;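 active = potentiation over 3 SD above the plate norm, cut at about 30% in these data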; note: 0% is about no effect
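Tetracycline-induced Hek293 Trex D2 cells, force-coupled to calcium, loaded with no-wash calcium dye. Compound added with 180 s kinetic read for agonism, then EC20 dopamine and a further 180 s read for potentiation.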
RXFP1 antagonist = qHTS Assay for Antagonists of the Relaxin Receptor RXFP1 | Relaxin receptor 1 (Homo sapiens), Q9HBX9 | 350,000 compounds, 0.59% hits | activity change, negative = inhibition, % at 57.5 µM | HEK293-RXFP1, relaxin-stimulated cAMP HTRF, 30 min; active compounds read low;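 active = activity change of -60% or lower, but not beyond a set lower limit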; note: % is set by controls: 0 for no effect and ±100 for the full control effect
Active calls of the source: *; x = no result given; & = joins results of further samples. Cut-off read from the data, not from the text of the source, unless noted: active = activation above about 30%; inactive = the rest.

SMILES	TRHR enhancer	D1 antag	TRHR agonist	D2 antagonist	D1 agonist	D1 PAM	D2 agonist	D2 PAM	RXFP1 antagonist
CCN1CCN(c2ncnc3c2oc2nc(C(C)C)c4c(c23)CCC4)CC1	8	5	0.2	-2	0	-4	-0.7	6	x
CCOc1ccc(NC(=O)c2sc(-n3nc(C)c(CCC(C)C)c3C)nc2C)cc1	24	-11	1.2	x	3	-1	x	0	-5
Cc1oc(-c2ccc(Cl)cc2)nc1CN1CCCC(C(=O)NCc2cccnc2)C1 (stereo unspecified)	6	-29	-0.9	-24	18	-7	0.0	3	-20
CC1CCc2sc(C(=O)NCc3ccccn3)cc2C1 (stereo unspecified)	4	12	0.3	6	-1	6	-0.1	-7	20
CC(=O)N1CCc2cc(Br)cc(S(=O)(=O)N3CCC(C)CC3)c21	11	-1	-0.7	x	-1	0	-1.6	23	7
CCOC(=O)Cn1cc(C(=O)C(=O)N2CCOCC2)c2ccccc21	5	17	-0.1	-15	0	-5	1.6	7	-4
Cc1cc(C)n(C(=O)/C(C#N)=N/Nc2cc(Cl)cc(Cl)c2)n1	-9	-34*	1.1	0	20	-6	2.4	0	1
Cc1ccccc1NC(=O)Cc1nc(CSc2nnc(-c3ccc4c(c3)OCO4)o2)cs1	-11	10	-0.2	5	2	-5	0.5	-11	-13
Cc1ccccc1NC(=O)c1ccc(N(Cc2ccccc2)S(C)(=O)=O)cc1	36*	-12	-0.4	x	9	0	x	2	-35
O=C(CSc1nn(-c2ccccc2)c(=S)s1)Nc1ncccn1	0	-13	-1.1	0	4	-5	0.3	20	6
C=CCOn1c(-n2nc(C)cc2C)nc2ccccc2c1=O	-3	-6	0.2	5	3	2	0.3	2	8
O=C(C1Cc2ccccc2CN1C(=O)c1ccccc1)N1CCN(c2ccccc2)CC1 (stereo unspecified)	3	-11	-2.2	5	0	-1	2.6	0	-10
COc1ccccc1N1CCN(C2CCCN(C(=O)CCc3cnccn3)C2)CC1 (stereo unspecified)	7	5	-0.4	4	0	-3	-0.6	-9	16
C=CC[n+]1c(/C=C2\C=Cc3cc(C)ccc3N2CC)ccc2ccccc21	-1	-8	1.5	4	3	-1	2.0	-5	-9
O=C(C1CCCN(S(=O)(=O)c2cccc3nonc23)C1)N1CCN(c2cccc(Cl)c2)CC1 (stereo unspecified)	2&-1	-5&3	-0.6&0.4	-2	3&0	-4&2	-0.2&0.5	-8	-19
COc1ccc(CN(CCC(c2ccc3c(c2)OCO3)c2ccccc2OC)C(C)=O)cc1 (stereo unspecified)	-8	5	-0.2	x	9	-2	-1.4	3	-16
CCN1CCN(S(=O)(=O)c2c(C)cc(C)cc2C)CC1	5	-4	-1.2	-26	6	-2	-1.3	1	-6
CCOc1ccc(NC(=O)COC(=O)c2cc(S(=O)(=O)N3CCCC3)ccc2C)cc1	0	2	-0.1	4	10	x	-0.5	2	3
CCCCN(C(=O)c1ccco1)c1c(N)n(CCC)c(=O)[nH]c1=O	1	-5	0.9	-22	3	4	-0.2	-14	4
O=C(CSCc1ccc([N+](=O)[O-])cc1)N/N=C/c1cccnc1	0	-1	0.1	7	5	-1	0.2	-5	-25
Cc1ccc(S(=O)(=O)Oc2ccc3ccc(O)cc3c2)cc1	1	-9	0.9	-1	2	4	2.5	4	-8
COc1cccc(CNC(=O)Cc2c(C)c3ccc(OC)c(C)c3oc2=O)c1	0	-13	-0.9	x	16	-2	0.0	1	3
CCOc1ccccc1N(C(=O)c1snc(C(N)=O)c1N)C(C(=O)NCC1CCCO1)c1ccc2ncccc2c1 (stereo unspecified)	-1	-29	-0.2	-8	0	-14	7.3	x	-33
CN(C)S(=O)(=O)c1ccc2nnn(O)c2c1	2	12	0.0	-13	2	0	0.3	-4	-11
O=C(NC(=S)N1CCN(CCO)CC1)C12CC3CC(CC(C3)C1)C2	-9	3	-1.4	8	3	5	-0.4	4	5
CCOC(=O)c1c(NS(C)(=O)=O)sc2c1CCC(C)C2 (stereo unspecified)	-1	-4	-0.1	6	-1	0	-1.2	-2	-3
CCOC(=O)C1CCC(CN(Cc2ccccc2)S(=O)(=O)c2ccc(Br)cc2)CC1 (stereo unspecified)	-4	-25	3.5	x	14	-2	x	19	-6
COc1ccc(NC(=O)CN(C)C(=O)c2ccc(N3CCOCC3)c([N+](=O)[O-])c2)cc1	6	-18	-0.2	6	1	-2	0.6	-8	-5
CC(NCc1ccccc1O)c1ccccc1 (stereo unspecified)	7	5	4.4	x	23	5	x	x	-3
O=C(NCc1cccc(Cl)c1)C1CCC(=O)N(CCCN2CCOCC2)C1 (stereo unspecified)	-8	3	0.3	-1	-1	0	0.0	-6	19
COc1ccc(Cn2c(CO)cnc2SCc2ccc(F)cc2)cc1	3	-28	0.4	x	29	-4	-0.4	12	x
CCC1CCCCN1C(=O)c1ccc(OC)c(OC2CCN(C(C)=O)CC2)c1 (stereo unspecified)	-4	2	0.6	3	14	-6	0.9	20	-7
CC(NC(=O)CCc1nnc(-c2ccc(-c3ccccc3)cc2)o1)c1nc2ccccc2[nH]1 (stereo unspecified)	1	-15	-0.3	13	4	-4	1.0	7	-30
COc1ccc(Oc2nc(C)cc(C)c2S(=O)(=O)c2ccc(C)cc2)cc1	-4	-20	1.0	-13	6	-12	1.4	0	x
Cc1ccc(OCCCn2cc(C#N)c3ccccc32)cc1	-7	-1	0.9	1	11	-11	0.4	-4	-2
CCOC(=O)c1ccccc1-c1cn2cc(Cl)ccc2n1	-2	-13	0.5	4	0	-6	-0.1	16	-1
Cc1ccccc1CSc1[nH]c(=O)ncc1C	1	4	0.3	-5	3	-4	0.7	-7	-9
CC(C)(C)c1ccc(NC(=O)COC(=O)c2ccc([N+](=O)[O-])s2)cc1	-7	-18	0.4	10	6	3	-1.0	6	-9
O=c1ccn(CCOc2ccc(Cl)cc2)c(=O)[nH]1	-3	-3	-0.1	x	4	-2	x	x	3
Cc1nn(CC(=O)Nc2ccc(C(=O)N3CCCC3)cc2)c(=O)c2ccccc12	-3	5	-0.4	-1	2	2	0.3	1	-9
Cc1oc(C)c2c(=O)cc(-c3ccc4c(c3)OCO4)cc(OC(=O)c3ccc(Cl)cc3)c12	2	-2	0.5	x	6	-1	0.5	11	-24
Cc1ccc(NC(=O)CN(C)CC(=O)Nc2ccc(F)c(Cl)c2)cc1	2	-55*	0.2	4	2	3	0.8	2	-3
Cc1onc(-c2ccccc2Cl)c1C(=O)Nc1ncn[nH]1	9	13	-0.1	1	1	0	0.4	3	-2
O=C(COc1ccccc1-c1nc(-c2ccccc2)no1)Nc1cccc([N+](=O)[O-])c1	4	-11	-0.7	x	-1	-2	-1.2	-3	2
O=c1cc(CO)oc(CN2CCN(CCO)CC2)c1O	-1	-4	0.5	x	2	-2	x	0	3
CNc1ccc(OC(F)F)cc1C(=O)c1ccccc1	-3	2	-0.8	-9	2	-8	-0.6	-2	6
CC(C)(C)NC(=O)C(c1ccc(O)cc1)N(Cc1ccco1)C(=O)Cn1nnc(-c2cccs2)n1 (stereo unspecified)	5	5	0.3	17	2	-4	-1.0	2	-7
COc1ccccc1NC(=O)C1CCN(S(=O)(=O)c2ccc3c(c2)NC(=O)CO3)CC1	-21	5	-0.1	-5	0	4	0.0	-16	2
COc1ccc(-c2cc(C(=O)N3CCN(C(=O)c4ccccc4F)CC3)[nH]n2)cc1	1	-17	-0.6	-10	2	-3	0.5	10	9
Cc1cccc(CCNC(=O)C2CCN(S(=O)(=O)c3ccccc3)CC2)c1	3	-3	-0.7	-5	0	3	0.3	10	0

Record cards, from the list above:
Record of CC(C)(C)NC(=O)C(c1ccc(O)cc1)N(Cc1ccco1)C(=O)Cn1nnc(-c2cccs2)n1 (stereo unspecified) : TRHR enhancer = 5; D1 antag = 5; TRHR agonist = 0.3; D2 antagonist = 17; D1 agonist = 2; D1 PAM = -4; D2 agonist = -1.0; D2 PAM = 2; RXFP1 antagonist = -7
Record of Cc1oc(C)c2c(=O)cc(-c3ccc4c(c3)OCO4)cc(OC(=O)c3ccc(Cl)cc3)c12 : TRHR enhancer = 2; D1 antag = -2; TRHR agonist = 0.5; D2 antagonist = x; D1 agonist = 6; D1 PAM = -1; D2 agonist = 0.5; D2 PAM = 11; RXFP1 antagonist = -24
Record of COc1ccc(-c2cc(C(=O)N3CCN(C(=O)c4ccccc4F)CC3)[nH]n2)cc1 : TRHR enhancer = 1; D1 antag = -17; TRHR agonist = -0.6; D2 antagonist = -10; D1 agonist = 2; D1 PAM = -3; D2 agonist = 0.5; D2 PAM = 10; RXFP1 antagonist = 9

(cont.)
SMILES	TRHR enhancer	D1 antag	TRHR agonist	D2 antagonist	D1 agonist	D1 PAM	D2 agonist	D2 PAM	RXFP1 antagonist
N#CCC(=O)NNc1c([N+](=O)[O-])cc(C(F)(F)F)cc1[N+](=O)[O-]	-3	2	0.0	2	1	3	-0.2	5	-36
Cc1nc2ccccn2c1C(=O)NCCCN1CCOCC1	2	3	0.0	-7	3	-2	0.3	-1	-6
Cc1ccsc1/C=N/N1CCN(Cc2ccccc2)CC1	-1	7	-0.9	x	0	4	x	x	-2
Cc1ccc(CN2[C@@H](c3ccccc3)COCCS2(=O)=O)cc1	-17	11	-0.7	7	3	-2	-0.1	3	x
Cc1ccc(S(=O)(=O)NCc2ccccc2)cc1C(=O)N(C)Cc1ccccc1F	-4	-7	-0.4	6	9	-4	-1.3	-3	-4
O=[N+]([O-])c1ccc(O)c(/C=N/n2c(-c3ccccc3)n[nH]c2=S)c1	2	-24	0.2	-9	1	-10	-0.2	-1	-22
Cc1ccc(-c2nnc3cccc(Cl)n23)cc1	5	15	0.2	-9	2	0	-0.7	-2	-1
CCOC(=O)c1c(C)[nH]c(C(=O)OCc2ccc(F)cc2)c1C	3	14	0.6	12	12	-2	0.3	-4	-5
COc1ccc(-c2nc3c(c(SCc4ccc(Br)cc4)n2)Cc2c(CO)cnc(C)c2O3)cc1	2	3	-0.1	x	0	-3	0.8	-3	-8
COc1ccc(NS(=O)(=O)c2ccc3c(c2)OCCO3)cc1OC	-1	-22	1.1	-19	15	0	-0.2	-12	6
O=C(NCCc1ccccc1)c1ccc2c(c1)N(Cc1ccc(Cl)cc1)C(=O)CS2	-6	-18	2.2	x	16	0	2.7	-6	x
COc1ccc(N(CC(=O)Nc2ccc(OC)c(Cl)c2)S(=O)(=O)c2c(C)noc2C)cc1	4	-10	0.4	-5	4	-5	0.5	-6	-7
O=C(Nc1ccc([N+](=O)[O-])cc1)c1cc(Cl)sc1Cl	2	-13	0.3	-3	6	-7	3.3	1	-2
COc1cc(-c2noc(CCC(=O)NC3CCCC3)n2)cc(OC)c1OC	-9	-2	0.3	-15	0	2	-2.8	x	-19
